Assay outcomes: PubChem BioAssay, several laboratories
Arr AP2 block = inhibitors of beta-arrestin/AP2 binding, primary screen, biochemical, GPCR trafficking, flow cytometry; beta-arrestin 1 C-terminal peptide binding to AP2 beta2-adaptin appendage (human); FITC-arrestin peptide / GST-AP2 beads; AP2 beta2 appendage carries R879A mutation; inhibition, % at 10 µM; actives 0.31% (n = 340,000); AID 504490, 2011;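 active means inhibition above a set limit, near 3 SD of compounds lacking own fluorescence, cut at about 54% in these data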;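 further: plate controls were DMSO wells for no effect and 5 µM unlabelled arrestin peptide for full effect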
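System: GST-AP2 R879A glutathione beads | Also added: FITC-arrestin peptide, 50 nM | Times: 12 min plus 1 h, RT | Signal: Bead flow cytometry, FITC channel | Buffer or medium: PBS with 0.05% Tween 20 and 0.1% BSA | Read-out basis: Percent drop in bead-associated FITC signal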
NSD2 inh = NSD2 histone methyltransferase inhibitors, primary screen, biochemical, AlphaScreen, single concentration, set 2 | NSD2 peptide methylation, 120 min | actives 0.54% (n = 310,000) | inhibition, % at 12.5 µM; in the data active means inhibition above about 50%
Mot1-301 SUMO = yeast Mot1-301 growth rescue at high temperature, primary screen, SUMOylation pathway inhibitor project, S. cerevisiae, ATP luminescence, 38.5C | actives 1% (n = 320,000) | AID 2716, 2010 | growth rescue, % at 18.8 µM | S. cerevisiae Mot1-301 growth rescue; percent above DMSO median, 100 means doubled;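 active means every valid replicate shows activation above 250% relative to neutral control wells; inactive means the rest, any valid replicate at or below 250%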;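 further: OY570 slx delta 5 strain wells were the positive control but not used for scaling; some compounds called inactive have numbers as strong as hits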
dFosB activator = activators of delta FosB homodimer, primary screen, biochemical, fluorescence polarization, TAMRA-CDK5 oligo, single point; actives 0.99% (n = 340,000); purified delta FosB; percent of positive-control signal above neutral wells; AID 493131, 2011; activation, % at 25 µM;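 active means mean activation above about 17%, with every replicate also reaching it, limit read from the data, passing the limit was not always enough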;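 further: fluorescence polarization rise as delta FosB binds a TAMRA Cdk5 AP-1 oligo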
PKA-R1A activ = activators of PKA-R1A holoenzyme, primary screen, biochemical, fluorescence polarization, Cy5-IP20, bovine R1A, mouse PKAc | PKA-R1A dissociation; scaled: DMSO 0%, 113 µM cGMP 100% | activation, % at 11.4 µM | actives 0.083% (n = 340,000) | AID 504707, 2011;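 active means percent activation above the mean of all tested compounds plus 3 SD, cut at about 19% in these data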;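 further: higher means more PKAc released from R1A so a rise in polarization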
SR-BI DiI inh = inhibitors of SR-BI mediated HDL lipid uptake, primary screen, ldlA[mSR-BI] cells, fluorescence, single point; Scavenger receptor class B member 1 (Mus musculus), Q61009; AID 488896, 2010; inhibition, % at 12.5 µM; actives 0.96% (n = 320,000); ldlA[mSR-BI] CHO cells, DiI-HDL uptake fluorescence, 3 h;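 active means mean replicate inhibition of at least 70% and a set share of replicates each scoring 70 or more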;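 further: 0% = median of neutral control wells and 100% = median of positive control wells; values of inactives mirror those of a sister screen read the other way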
Target sequence (Q61009 whole entry, looked up): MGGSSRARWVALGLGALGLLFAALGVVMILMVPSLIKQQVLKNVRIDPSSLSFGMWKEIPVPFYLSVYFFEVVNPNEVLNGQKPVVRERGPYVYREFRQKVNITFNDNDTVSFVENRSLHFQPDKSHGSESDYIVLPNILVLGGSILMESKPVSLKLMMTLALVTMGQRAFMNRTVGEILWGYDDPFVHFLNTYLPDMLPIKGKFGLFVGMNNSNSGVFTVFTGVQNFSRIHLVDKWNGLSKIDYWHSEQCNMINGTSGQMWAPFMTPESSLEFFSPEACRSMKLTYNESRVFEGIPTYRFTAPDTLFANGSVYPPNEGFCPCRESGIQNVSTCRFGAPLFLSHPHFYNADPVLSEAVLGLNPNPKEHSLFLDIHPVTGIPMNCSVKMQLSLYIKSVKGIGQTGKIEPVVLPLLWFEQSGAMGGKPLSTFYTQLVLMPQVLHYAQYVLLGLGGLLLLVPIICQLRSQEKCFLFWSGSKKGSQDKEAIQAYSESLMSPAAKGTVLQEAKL
SR-BI uptake up = activators of SR-BI mediated DiI-HDL uptake, primary screen, ldlA[mSR-BI] CHO cells, DiI fluorescence; 3 h; 100 = double the neutral-control signal; activation, % at 12.5 µM; actives 0.096% (n = 320,000);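 active means mean replicate activation of at least 60% and every replicate at or above 60%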;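 further: 0% = median plate neutral-control signal and 100% = twice that signal; values of inactives mirror those of a sister screen read the other way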
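System: CHO ldlA[mSR-BI] cells / Medium: HEPES-buffered (25 mM, pH 7.4) F12 plus 0.5% BSA / Probe or stimulus: labelled HDL, 10 µg/mL / Doses: single compound concentration, delivered by pin transfer / Schedule: 3 h, 37 °C / Measured by: DiI fluorescence, bottom read / Measure: cell-associated DiI fluorescence as measure of HDL uptake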
PKA-R2B act = activators of PKA-R2B holoenzyme, primary screen, biochemical, fluorescence polarization, Cy5-IP20, human | cAMP-dependent protein kinase catalytic subunit beta (Homo sapiens) + cAMP-dependent … | PKA-R2B holoenzyme dissociation; R2B truncated from residue 108, S112A mutant; 0% DMSO only, 100% 113 µM cGMP | activation, % at 11.4 µM | actives 0.079% (n = 340,000);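 active means activation above a cutoff set at the mean over all compounds plus 3 SD, cut at about 18% in these data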;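 further: higher means more holoenzyme dissociation and a rise in polarization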
Target sequence (P31323 whole entry, looked up, other chains not shown, the tested form may be a part): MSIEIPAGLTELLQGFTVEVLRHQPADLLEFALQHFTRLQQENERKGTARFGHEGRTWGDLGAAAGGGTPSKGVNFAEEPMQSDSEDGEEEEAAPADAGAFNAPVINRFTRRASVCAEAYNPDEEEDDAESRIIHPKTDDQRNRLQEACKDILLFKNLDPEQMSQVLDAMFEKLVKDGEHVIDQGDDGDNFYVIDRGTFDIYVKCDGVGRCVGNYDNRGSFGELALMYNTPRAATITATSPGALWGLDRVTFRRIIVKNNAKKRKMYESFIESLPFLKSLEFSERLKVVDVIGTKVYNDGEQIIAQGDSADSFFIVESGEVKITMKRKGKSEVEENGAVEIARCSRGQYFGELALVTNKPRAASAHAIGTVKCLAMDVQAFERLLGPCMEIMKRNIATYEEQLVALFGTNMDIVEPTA
MITF act = activators of MITF-driven TRPM1 promoter reporter, primary screen, cell-based, SK-MEL-5, luciferase, single point; activation, % at 12.5 µM; AID 588334, 2011; actives 0.75% (n = 300,000); SK-MEL-5 TRPM1-promoter luciferase, 24 h; % of positive control, neutral wells = 0;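 active means mean activation of at least 80% with every replicate also reaching 80%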;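 further: 0% = neutral control wells and 100% = parthenolide positive control wells; values of inactives mirror those of a sister screen read the other way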
CDK5 p35 inh = inhibitors of human CDK5/p35 kinase, primary screen, biochemical, single concentration; actives 0.01% (n = 330,000); Cyclin-dependent kinase 5 (Homo sapiens) + Cyclin-dependent kinase 5 activator 1 (Homo …; inhibition, % at 10 µM; Recombinant CDK5/p35, ADP-Glo luminescence, 60 min;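 active means highest replicate inhibition of at least 50% and at least 75% of replicates reaching 50%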;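 further: plate controls were DMSO neutral control for no effect and GW8510 at 10 µM for full effect; many of its hits are not listed in these tables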
Pemphigus Ab inh = inhibitors of pemphigus antibody binding to DSG3, primary screen, biochemical, bead-based, flow cytometry, scFv-GFP; DSG3-coupled beads, scFv-anti-DSG3-GFP binding; hits give low values; Desmoglein-3 (Homo sapiens), P32926; actives 0.48% (n = 310,000); binding (percent of control), % at 10 µM; AID 588358, 2011;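 active means binding more than 3 SD below its plate's average and above zero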;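 further: hits lower antibody fragment binding to DSG3; some compounds called inactive have numbers as strong as hits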
An asterisk follows results filed as active; / = no result given.

SMILES	Arr AP2 block	NSD2 inh	Mot1-301 SUMO	dFosB activator	PKA-R1A activ	SR-BI DiI inh	SR-BI uptake up	PKA-R2B act	MITF act	CDK5 p35 inh	Pemphigus Ab inh
COc1ccc(NC(=O)CCCCn2c(=O)[nH]c3ccccc3c2=O)cc1	5	-1	-9	4	-16	18	-18	-8	/	-0.8	102
O=C(COC(=O)Cc1ccccc1F)Nc1cc(S(=O)(=O)N2CCOCC2)ccc1N1CCCC1	21	4	7	-5	2	-4	4	1	6	0.4	105
COc1cccc(O)c1CN1CCC(C(=O)Nc2ccc(Oc3cccnc3)cc2)CC1	6	21	8	-9	-5	13	-13	-5	-14	-4.8	111
CCCn1c(=O)n(C)c(=O)c2c(SCC(=O)NCC(c3ccccc3)N(C)C)nc(CC(C)C)nc21 (configuration not stated)	-23	5	12	-18	-1	13	-13	5	28	0.0	102
CN(C)/C=C/c1oc2ccc(O)cc2c1[N+](=O)[O-]	8	9	-6	-13	-16	-16	16	-1	12	1.5	103
O=C(NNC(=S)Nc1ccccc1)c1ccncc1	2	-1	1	-4	-3	-14	14	-2	4	1.2	94
COc1cccc(C(=O)CC(C(=O)O)c2ccc(F)cc2)c1 (configuration not stated)	10	1	-16	-4	-7	0	0	-20	-6	-0.5	93
COc1cc2cc(C)c3nnc(SCC(=O)Nc4cc(C)on4)n3c2cc1OC	-20	5	421*	-4	11	47	-47	-2	-23	-0.7	91
Cc1noc(/C=C/c2cccs2)c1S(=O)(=O)N1CCC(C(=O)NCCCN2CCC(C)CC2)CC1	7	5	/	-13	-8	5	-5	-7	-12	-1.9	105
CCOC(=O)c1c(C)nn(-c2ccc(NC(=O)c3c(C)noc3C)cc2)c1C	-9	1	27	-6	-9	40	-40	-4	-24	0.1	119
Nc1c(S(=O)(=O)c2ccccc2)c2nc3ccccc3nc2n1CCN1CCOCC1	9	-4	14	2	7	-14	14	-15	6	0.0	83
CCOC(=O)NC(=O)c1cn(N(C)c2ncc(C(F)(F)F)cc2Cl)c(=O)[nH]c1=O	0	-2	284	-6	1	10	-10	1	-10	-0.1	106
CCN(CC)S(=O)(=O)c1ccc(OC)c(NC(=O)c2cc(=O)[nH]c3ccccc23)c1	8	1	-7	-11	9	-5	5	-7	0	-1.9	109
COc1cc(C(=O)OCc2nc3ccsc3c(=O)[nH]2)c([N+](=O)[O-])cc1OC	-2	0	-1	6	8	-4	4	-8	-8	0.3	102
CCOC(=O)NC(=O)/C(C=Nc1ccc(Cl)cc1)=C(\C)O	-10	0	144	-8	-2	-5	5	9	7	2.3	100
Cc1noc(C)c1C(=O)N1CCN(S(=O)(=O)c2cccs2)CC1	-1	2	-9	-3	-8	-27	27	-12	-7	1.4	105
CC(=O)c1c(C)[nH]c(C(=O)OCC(=O)N2c3ccccc3NC(=O)C2(C)C)c1C	-4	-1	44	-3	-11	24	-24	-11	-12	2.1	99
Cc1nc(NCc2ccco2)nc2c1C(=O)CC(C)C2 (configuration not stated)	18	3	-15	-4	-5	-8	8	-4	-8	-0.8	102
O=C(O)/C=C/C(=O)NCc1ccccn1	-1	-1	4	-5	9	-22	22	7	-2	-2.3	98
Cc1cc([N+](=O)[O-])nn1CCCC(=O)Nc1ccc2c(c1)OCO2	-8	1	97	4	-5	-9	9	-16	12	0.6	/
Nc1nc2ccccc2n1Cc1ccc(Cl)c(Cl)c1	-13	4	-29	2	0	-6	6	-5	-8	0.0	98
Oc1c(C=Nc2ccc(Cl)cn2)sc2ccccc12	2	2	-12	-4	1	/	/	5	46	1.1	102
CCNc1nc(NCC)nc(C(=O)OCCO)n1	2	/	2	0	0	-19	19	-5	-8	-2.5	99
COc1ccc2c(c1)C(c1ccc(Cl)cc1)NC(=O)C2 (configuration not stated)	22	/	39	-6	-5	-5	5	-17	1	0.6	95
Cn1cccc1-c1nc2ccc(NC(=O)c3ccco3)cc2[nH]1	2	33	2	-5	7	41	-41	4	47	0.9	98
COCCNC(=O)[C@H]1C[C@@H]1[C@H](NP(=O)(c1ccccc1)c1ccccc1)c1ccccc1	17	/	-2	-5	0	5	-5	-5	-7	2.1	101
CSc1ccc(CCNC(=O)CN2C(=O)c3cccnc3Oc3ccc(C)cc32)cc1	28	7	28	-8	-16	27	-27	16	-4	0.1	106
O=C(Nc1ccccc1N1CCCCC1)C1=COCCO1	23	-1	0	2	-17	32	-32	-9	0	0.8	/
COc1ccc2cc3c(nc2c1)OCC3	36	-1	-8	0	-9	9	-9	0	19	1.1	102
N#Cc1sc(C(N)=O)c(-c2ccccc2)c1-c1ccccc1	29	-2	1	3	-4	10	-10	4	9	0.9	111

Arranged by number of heavy atoms (rising): some entries from above.
SMILES	Arr AP2 block	NSD2 inh	Mot1-301 SUMO	dFosB activator	PKA-R1A activ	SR-BI DiI inh	SR-BI uptake up	PKA-R2B act	MITF act	CDK5 p35 inh	Pemphigus Ab inh
O=C(O)/C=C/C(=O)NCc1ccccn1	-1	-1	4	-5	9	-22	22	7	-2	-2.3	98
Oc1c(C=Nc2ccc(Cl)cn2)sc2ccccc12	2	2	-12	-4	1	/	/	5	46	1.1	102
CCOC(=O)NC(=O)/C(C=Nc1ccc(Cl)cc1)=C(\C)O	-10	0	144	-8	-2	-5	5	9	7	2.3	100
Cc1noc(C)c1C(=O)N1CCN(S(=O)(=O)c2cccs2)CC1	-1	2	-9	-3	-8	-27	27	-12	-7	1.4	105
COCCNC(=O)[C@H]1C[C@@H]1[C@H](NP(=O)(c1ccccc1)c1ccccc1)c1ccccc1	17	/	-2	-5	0	5	-5	-5	-7	2.1	101

(more compounds)
SMILES	Arr AP2 block	NSD2 inh	Mot1-301 SUMO	dFosB activator	PKA-R1A activ	SR-BI DiI inh	SR-BI uptake up	PKA-R2B act	MITF act	CDK5 p35 inh	Pemphigus Ab inh
COCCCNC(=O)c1ccc(CS(=O)(=O)c2ccccc2C)o1	5	0	1	-5	-2	/	/	2	-12	3.0	98
COCCN1Cc2cccc(C(=O)NCc3ccc4c(c3)OCO4)c2C1=O	-9	/	/	-5	11	-8	8	5	-8	0.3	101
COc1ccccc1OCCC(=O)OCC(=O)NCc1ccccc1	-1	-2	-9	1	9	-27	27	2	-7	-1.3	94
Cn1c(=O)cc(NCc2ccccc2)[nH]c1=O	24	3	-3	-4	-2	-11	11	0	6	0.7	104
CN(c1cc(=O)n2ccccc2n1)C1CCCCC1	9	-1	49	-2	-8	-1	1	7	23	0.4	/
O=C(Nc1ccc(-c2n[nH]c(=S)o2)cc1)c1ccccc1Cl	-10	-1	-14	0	-3	-19	19	3	-6	3.5	105
CCn1cc(/C=C/C(=O)Nc2ccn(Cc3c(F)c(F)cc(F)c3F)n2)cn1	33	-1	-11	-1	-8	23	-23	-4	-1	2.6	104
CNc1oc(C)nc1S(=O)(=O)c1ccc(C)cc1	33	0	-15	3	-14	4	-4	-3	10	-0.2	102
CCOC(=O)c1c(NC(=O)c2nn(C)cc2[N+](=O)[O-])sc(C)c1C	-14	0	9	-9	-5	15	-15	4	17	-2.9	99
CN1CCN(NC(=O)/C=C/c2cccc(Cl)c2)CC1	19	2	2	-4	7	-21	21	-1	6	0.2	100
CCN(CC(=O)Nc1cccc(S(=O)(=O)N2CCCCC2)c1)Cc1ccccc1	-10	-1	-5	-14	-1	29	-29	-5	-9	-0.1	104
CC(C)(C)CN1CCNC(=O)C1CC(=O)NCCN1CCCc2ccccc21 (configuration not stated)	-8	2	-11	-5	-5	3	-3	-2	-6	-0.8	103
Cc1cc(NC(=O)c2ccccc2Oc2ccccc2)no1	13	-6	-17	-8	-16	-7	7	-9	3	-0.3	102
O=C1c2ccccc2C(Nc2ccc(S(=O)(=O)N3CCCCCC3)cc2)N1Cc1ccco1 (configuration not stated)	-3	/	1	-1	0	-6	6	-9	4	-0.8	94
CC(C)CCNc1ncnc2c1cnn2Cc1ccccc1Cl	2	-3	6	-12	3	-10	10	9	-6	2.0	102
CCCNC(=O)c1ccc(CNc2c(N3CCC(C(=O)OCC)CC3)c(=O)c2=O)cc1	-1	0	-6	5	-7	-14	14	0	-7	0.0	105
Cc1ccc2c(CC(=O)Nc3sccc3C(N)=O)coc2c1	1	2	-9	-12	7	-1	1	5	49	2.1	100
O=C(CNC(=O)[C@@H]1Cc2ccccc2CN1)Nc1ccc2c(c1)OCO2	32	34	6	-2	3	-14	14	1	2	0.4	103

Whole records, quoted from the list:
CCNc1nc(NCC)nc(C(=O)OCCO)n1 as listed: Arr AP2 block = 2; NSD2 inh = /; Mot1-301 SUMO = 2; dFosB activator = 0; PKA-R1A activ = 0; SR-BI DiI inh = -19; SR-BI uptake up = 19; PKA-R2B act = -5; MITF act = -8; CDK5 p35 inh = -2.5; Pemphigus Ab inh = 99
CCCNC(=O)c1ccc(CNc2c(N3CCC(C(=O)OCC)CC3)c(=O)c2=O)cc1 as listed: Arr AP2 block = -1; NSD2 inh = 0; Mot1-301 SUMO = -6; dFosB activator = 5; PKA-R1A activ = -7; SR-BI DiI inh = -14; SR-BI uptake up = 14; PKA-R2B act = 0; MITF act = -7; CDK5 p35 inh = 0.0; Pemphigus Ab inh = 105
CCN(CC)S(=O)(=O)c1ccc(OC)c(NC(=O)c2cc(=O)[nH]c3ccccc23)c1 as listed: Arr AP2 block = 8; NSD2 inh = 1; Mot1-301 SUMO = -7; dFosB activator = -11; PKA-R1A activ = 9; SR-BI DiI inh = -5; SR-BI uptake up = 5; PKA-R2B act = -7; MITF act = 0; CDK5 p35 inh = -1.9; Pemphigus Ab inh = 109
